Compound activity from PubChem BioAssay.
TRPC4 block – inhibitors of mouse TRPC4 channel | HEK293 TRPC4beta/mu-opioid, DAMGO-evoked Fluo4 calcium flux; active compounds read low | Q9QUQ5 | B-score at 10 µM | 0.39% of 300,000 active;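 active = B-score over 3 SD under the library average, no early fluorescence shift, positive overall ratio signal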
Target sequence (Q9QUQ5 whole entry, looked up): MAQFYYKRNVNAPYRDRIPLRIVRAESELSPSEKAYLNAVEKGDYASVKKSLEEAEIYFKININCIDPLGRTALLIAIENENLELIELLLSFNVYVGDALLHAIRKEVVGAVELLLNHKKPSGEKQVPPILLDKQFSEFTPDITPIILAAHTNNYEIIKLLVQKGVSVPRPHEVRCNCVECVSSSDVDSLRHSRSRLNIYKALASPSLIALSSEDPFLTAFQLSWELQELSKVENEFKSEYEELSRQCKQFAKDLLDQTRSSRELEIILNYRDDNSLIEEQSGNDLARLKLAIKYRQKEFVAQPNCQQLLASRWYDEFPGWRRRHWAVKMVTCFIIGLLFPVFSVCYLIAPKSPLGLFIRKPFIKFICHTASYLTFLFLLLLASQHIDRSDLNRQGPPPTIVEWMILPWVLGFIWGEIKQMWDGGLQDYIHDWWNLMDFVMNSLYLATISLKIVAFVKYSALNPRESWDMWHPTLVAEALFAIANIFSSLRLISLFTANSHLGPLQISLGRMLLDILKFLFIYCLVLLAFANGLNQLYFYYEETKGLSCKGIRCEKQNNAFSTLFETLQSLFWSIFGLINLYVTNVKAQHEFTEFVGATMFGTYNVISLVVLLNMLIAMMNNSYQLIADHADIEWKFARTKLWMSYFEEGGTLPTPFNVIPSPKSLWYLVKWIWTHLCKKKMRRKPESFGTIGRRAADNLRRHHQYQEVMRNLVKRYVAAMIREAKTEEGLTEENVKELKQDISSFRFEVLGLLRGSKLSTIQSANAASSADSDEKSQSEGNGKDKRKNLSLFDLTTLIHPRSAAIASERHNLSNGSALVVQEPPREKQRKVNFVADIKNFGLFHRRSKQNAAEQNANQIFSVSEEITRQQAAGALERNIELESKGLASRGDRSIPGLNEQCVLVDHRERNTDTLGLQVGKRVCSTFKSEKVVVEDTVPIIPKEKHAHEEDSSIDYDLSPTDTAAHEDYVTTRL
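Assay system: Stable TRPC4beta/mu-opioid receptor HEK293 cells | Reagent: DAMGO in two steps, submaximal then maximal | Compound dosing: Single concentration per test compound | Signal: Fluo4 Ca2+ flux fluorescence | Evaluation: Per-well B score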
RGS4 inh – human RGS4 inhibition; 0.45% of 310,000 active; B-score at 10 µM; AID 463165; P49798; HEK293 M3R/RGS4 inducible, Fluo-4 calcium flux; active compounds read high; triggered by carbachol at its EC20;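 active = B-score, a plate-corrected calcium signal, over three deviations above library mean, with baseline fluorescence within five deviations of library mean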;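 note: RGS4 expression induced by doxycycline in cells with stable M3 receptor; B-score is computed from the integrated fluorescence ratio over baseline after carbachol; higher B-score means a larger calcium signal and so more RGS4 inhibition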
ANO1 activ – activates or potentiates the mouse TMEM16A chloride channel; B-score at 10 µM; Q8BHY3; HEK293 TMEM16A/YFP-H148Q/I152L, iodide quench fluorescence; active compounds read low; 0.3% of 340,000 active;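 active = fluorescence-ratio B-score plate-corrected deviation score at least 3 library SD below zero, with starting fluorescence score within 5 deviations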;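 note: channel opened by trigger with iodide after compound preincubation; score built on the fluorescence ratio of max minus min over baseline; more negative score means more quench and so TMEM16A activation or potentiation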
ANO1 block – mouse TMEM16A channel inhibition, primary screen; HEK293 TMEM16A/YFP iodide influx fluorescence, ionomycin; normalized B-score (activity score, 25-100; higher = stronger inhibition) at 10 µM; 1.2% of 310,000 active;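 active = ratio plate-corrected score three or more library SD toward inhibition, starting fluorescence score within five deviations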;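 note: score derived from kinetic fluorescence span divided by baseline fluorescence per well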
MrgX1 allo act – human MrgX1 positive allosteric modulation, primary screen; Q96LB2; 0.63% of 310,000 active; AID 588675; B-score at 10 µM; MrgX1-HEK293, Fluo-4 calcium flux, FDSS; active compounds read high;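 active = plate-corrected calcium response at least 3 library SD above typical, normal starting fluorescence, not activating the receptor alone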;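 note: compound read alongside a low EC10 to EC30 dose of BAM8-22 agonist; peak minus trough fluorescence over baseline measured at the second addition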
TRPC6 act – activators of mouse TRPC6 channel | Q61143 | HEK293-TRPC6 membrane potential dye fluorescence; active compounds read high | B-score at 10 µM | 0.13% of 310,000 active;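 active = B-score of the integrated fluorescence ratio above library mean plus 3 SD, and starting fluorescence ratio within library mean plus 5 SD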;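 note: higher score means more depolarization so channel activation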
MrgX1 agonist – human MrgX1 receptor agonism, primary screen | MrgX1-HEK293 cells, Fluo-4 calcium fluorescence, agonist mode; active compounds read high | B-score at 10 µM | 0.44% of 310,000 active | AID 588627;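 active = calcium response B-score plate-corrected fluorescence ratio at least 3 library SD, with starting fluorescence B-score inside 5 SD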
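System: HEK293 cells stably expressing human MrgX1 receptor; Dosing: test compound in the initial addition of three; Schedule: overnight plating, then 30 min 37 °C plus 30 min room-temperature dye loading; Detection: kinetic calcium dye fluorescence, Fluo-4 NW; Controls: per-plate positive and negative controls for Z′ factor.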
TRPC6 inhibitor – mouse TRPC6 channel inhibition | B-score at 10 µM | Q61143 | HEK293-TRPC6, membrane potential dye, ACh-evoked depolarization; active compounds read low | 1.1% of 310,000 active;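 active = B-score under library mean minus 3 SD, initial fluorescence not abnormally high, positive integrated signal ratio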;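 note: B-score derived from integrated fluorescence ratio over the kinetic read; more negative B-score means stronger inhibition of depolarization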
TRPC4 PAM – allosteric potentiators of mouse TRPC4 channel. Q9QUQ5. HEK293 TRPC4beta/mu-opioid, DAMGO EC20, Fluo-4 Ca2+ flux; active compounds read high. B-score at 10 µM. 0.42% of 310,000 active;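 active = B-score of calcium response area above 5 SD of library B-scores, with initial fluorescence ratio within 5 SD of library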;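 note: B-score of integrated fluorescence ratio over time as area under calcium response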
TRPC4 act – opens the mouse TRPC4 cation channel. Q9QUQ5. HEK293 TRPC4beta/mu-opioid, Fluo4 calcium fluorescence; active compounds read high. B-score at 10 µM. 0.49% of 310,000 active;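 active = B-score above 5 SD of library B-scores, and initial fluorescence ratio not above library mean plus 5 SD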;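 note: positive B-score marks a calcium rise read as TRPC4 activation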
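system = HEK293 cells stably co-expressing mouse TRPC4beta and mu-opioid receptor | schedule = Fluo4 dye loading 45 min at room temperature, 110 s recording | measure = B-scored integrated calcium fluorescence ratio | signal = Fluo4 calcium-sensitive dye fluorescence, kinetic, 1 Hz baseline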
MrgX1 antagonist – blocks BAM8-22 activation of human MrgX1 receptor | MRGX1-HEK293 calcium flux, Fluo-4, BAM8-22 antagonism; active compounds read low | B-score at 10 µM | 1.3% of 310,000 active | AID 588676;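 active = calcium-response B-score plate-corrected more than 3 library SD below zero, starting fluorescence within 5 deviations, no agonist response on first addition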;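 note: peak minus trough fluorescence over baseline after final BAM8-22 challenge near maximal dose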
Active calls of the source: *; i = inactive; . = not tested or not shown.

SMILES	TRPC4 block	RGS4 inh	ANO1 activ	ANO1 block	MrgX1 allo act	TRPC6 act	MrgX1 agonist	TRPC6 inhibitor	TRPC4 PAM	TRPC4 act	MrgX1 antagonist
CCC(=O)Nc1ccc(NC(=S)Nc2ccccc2)cc1	i	i	i	i	i	i	i	i	i	i	-4.76*
CC(=O)c1c(C)oc2ccc(N(C(C)=O)S(=O)(=O)c3cccc([N+](=O)[O-])c3)cc12	i	i	i	i	i	i	i	i	i	i	i
C/C(=N\NC(=O)c1cc(-c2ccccc2C)nc2ccccc12)c1cccnc1	i	i	i	i	i	i	i	i	i	i	i
CCCn1c(=O)c2[nH]c(-c3ccc(OCC(=O)Nc4ccc(C#N)cc4)cc3)nc2n(CCC)c1=O	.	.	i	i	i	.	i	.	.	.	i
COc1ccc(C(CNC(=O)c2cccnc2SC)N2CCOCC2)cc1 (stereo not given)	i	i	i	i	i	i	i	i	i	i	i
O=C(Nc1ccc(O)cc1)c1ccc2c(c1)C(=O)N(Cc1ccccc1)C2=O	i	i	i	i	i	i	i	i	i	i	i
Cc1cc(C(=O)NCCc2ccc(Cl)cc2)n(-c2ccccc2)n1	i	i	i	i	i	i	i	i	i	i	i
CCCCN(C(=O)c1ccc(Cl)c(S(=O)(=O)N2CCOCC2)c1)c1c(N)n(CCC)c(=O)[nH]c1=O	i	i	i	i	i	i	i	i	i	i	i
CCC1CCC/C1=N\NC(=O)c1ccoc1C (stereo not given)	i	i	i	i	i	i	i	i	i	i	i
COc1ccc(/C=N/N2CCN(c3ccccc3)CC2)cc1Br	i	i	i	i	i	i	i	i	i	i	i
COc1ccc(-c2n[nH]c(=S)n2Cc2ccccc2)cc1	i	i	i	i	i	i	i	i	i	i	i
O=C(OCc1ccc(Cl)cc1)c1cnccn1	i	i	i	i	i	i	i	i	i	i	i
CCCc1nc2ccccc2c(=O)n1/N=C/c1ccc(O)cc1O	i	i	i	i	i	i	i	i	i	i	i
N#Cc1ccc(COC(=O)c2cc(=O)c3ccccc3o2)cc1	i	i	i	i	i	i	i	i	i	i	i
CCOc1ccc(CNc2nc3ccccc3n2C)cc1	i	i	i	i	i	i	i	i	i	i	i
CC(C)N(C(=O)Cn1cc(S(=O)(=O)CC(=O)NC2CCCCC2)c2ccccc21)C(C)C	i	i	i	i	i	i	i	i	i	i	i
CCCC(=O)Nc1cccc(Oc2ccc3c(c2)C(=O)NC3=O)c1	i	i	i	i	i	i	i	i	i	i	i
COc1cc(/C=C2/NC(=O)N(Cc3ccccc3F)C2=O)ccc1Oc1ccc([N+](=O)[O-])cn1	i	i	i	i	i	i	i	i	i	i	i
CCS(=O)(=O)N1Cc2ccccc2CC1C(=O)OCC(=O)Nc1ccc(C)cc1 (stereo not given)	i	i	i	i	i	i	i	i	i	i	i
COc1ccc(C(=O)Nn2c(SCC(=O)NCc3ccccc3)nc3ccccc3c2=O)cc1	i	i	i	i	i	i	i	i	i	i	i
COc1ccc2oc(C(=O)NCC(c3ccco3)N(C)C)c(C)c2c1 (stereo not given)	i	i	i	i	i	i	i	i	i	i	i
COc1ccc(/C=N/NC(=O)c2ccc(Cn3cc([N+](=O)[O-])cn3)o2)c(OC)c1C	i	i	i	i	i	i	i	i	i	i	i
Cc1nnc(NC(=O)C2CC(=O)N(c3ccccc3)C2)s1 (stereo not given)	i	i	i	i	i	i	i	i	i	i	i
N#CC(c1nc2ccccc2nc1N1CCCC1)S(=O)(=O)c1cccs1 (stereo not given)	i	i	i	i	i	i	i	i	i	i	i
CCOC(=O)c1ccc(N2C(=O)CC(SCC(=O)Nc3ccc(S(N)(=O)=O)cc3)C2=O)cc1 (stereo not given)	i	i	i	i	i	i	i	i	i	i	i

Arranged by number of heavy atoms (smallest number first): four of the compounds above
SMILES	TRPC4 block	RGS4 inh	ANO1 activ	ANO1 block	MrgX1 allo act	TRPC6 act	MrgX1 agonist	TRPC6 inhibitor	TRPC4 PAM	TRPC4 act	MrgX1 antagonist
COc1ccc(/C=N/N2CCN(c3ccccc3)CC2)cc1Br	i	i	i	i	i	i	i	i	i	i	i
COc1ccc2oc(C(=O)NCC(c3ccco3)N(C)C)c(C)c2c1 (stereo not given)	i	i	i	i	i	i	i	i	i	i	i
CC(=O)c1c(C)oc2ccc(N(C(C)=O)S(=O)(=O)c3cccc([N+](=O)[O-])c3)cc12	i	i	i	i	i	i	i	i	i	i	i
COc1cc(/C=C2/NC(=O)N(Cc3ccccc3F)C2=O)ccc1Oc1ccc([N+](=O)[O-])cn1	i	i	i	i	i	i	i	i	i	i	i

The results go on:
SMILES	TRPC4 block	RGS4 inh	ANO1 activ	ANO1 block	MrgX1 allo act	TRPC6 act	MrgX1 agonist	TRPC6 inhibitor	TRPC4 PAM	TRPC4 act	MrgX1 antagonist
COc1ccc(-c2cc3nnc(-c4ccccc4)nc3s2)cc1	i	i	i	i	i	i	i	i	i	i	i
Cc1nn(-c2ccccc2)c(C)c1/C=N/NC(=O)c1cc(O)cc(O)c1	i	i	i	i	i	i	i	i	i	i	i
COc1ccc(CN2C(=O)c3cccnc3C2=O)cc1S(=O)(=O)N1CCOc2ccccc21	i	i	i	i	i	i	i	i	i	i	i
COc1ccc(S(=O)(=O)N2CCCCCC2)cc1C(=O)N(CC(C)C)C1CCS(=O)(=O)C1 (stereo not given)	i	i	i	i	i	i	i	i	i	i	i
Oc1cccc2ccc(/C=C/c3c(F)cccc3Cl)nc12	i	i	i	i	i	i	i	i	i	i	i
COC(=O)[C@]1(Cc2ccccc2)N[C@H](c2ccc(-c3cccc(Cl)c3)cc2)[C@@H]2C(=O)N(C)C(=O)[C@@H]21	i	i	i	i	i	i	i	i	i	i	i
Cc1ccc(S(=O)(=O)Nc2nc3ccccc3s2)cc1[N+](=O)[O-]	i	i	i	i	i	i	i	i	i	i	i
Cc1ccsc1/C=N/N1CCOCC1	i	i	i	i	i	i	i	i	i	i	i
CNC(=O)CC12CC3CC(CC(C3)C1)C2	i	i	i	i	i	i	i	i	i	i	i
COC(=O)c1nnn(CC(=O)NC(=O)Nc2cccc(C)c2C)c1C(=O)OC	i	i	i	i	i	i	i	i	i	i	i
Cc1ccnc(NC(=O)CCNC(=O)c2ccc(Cl)cc2)c1	i	i	i	i	i	i	i	i	i	i	i
Cc1ccc(C)n1-c1cccc(N)c1	i	i	.	i	i	i	i	i	i	i	i
O=C(/C=C/c1ccccc1)N/C(=C\c1ccco1)C(=O)O	i	i	i	i	i	i	i	i	i	i	i
O=C1N(Cc2ccccc2F)c2ccccc2C12OCCCO2	i	i	i	100*	i	i	i	i	i	i	i
Cc1ccc([C@@H]2[C@@H]3C(=O)N(C)C(=O)[C@@H]3[C@]3(C)C(=O)N(Cc4ccccc4)CC(=O)N23)o1	i	i	i	i	i	i	i	i	i	i	i
NS(=O)(=O)c1ccc(NC(=O)C2COc3ccccc3O2)cc1 (stereo not given)	i	i	.	i	i	i	i	i	i	i	i
CC1CCC(NCc2ccco2)CC1 (stereo not given)	i	i	i	i	i	i	i	i	i	i	i
CC(=O)N=c1sc(C(C)(C)C)c(C)n1C	i	i	i	i	i	i	i	i	i	i	i
CCN(CC)S(=O)(=O)c1ccc(Oc2ccccc2)cc1	i	i	i	i	i	i	i	i	i	i	i
Cc1ccc(S(=O)(=O)N/N=C2/CC(=O)CC(C)(C)C2)cc1[N+](=O)[O-]	i	i	i	i	i	i	i	i	i	i	i
Cc1ccc(N2CC(C(=O)Nc3nnc(SCCN4CCOCC4)s3)CC2=O)cc1C (stereo not given)	i	i	i	i	i	i	i	i	i	i	i
CCn1c(=NC(=O)CSC(C)=O)sc2cc(OC)ccc21	i	i	i	i	i	16.6*	i	i	i	i	i
COc1cccc(-c2nn3c(-c4cccc(C)c4)nnc3s2)c1	i	i	i	i	i	i	i	i	i	i	i
C(=N\N1CCOCC1)/c1cn(-c2ccccc2)nc1-c1ccccc1	i	i	i	i	i	i	i	i	i	i	i
CN1C(=O)C(CC(=O)Nc2ccccc2F)N(NC(=O)c2ccc(Br)cc2)C1=S (stereo not given)	i	i	i	i	i	i	i	i	i	i	i
Continued:
SMILES	TRPC4 block	RGS4 inh	ANO1 activ	ANO1 block	MrgX1 allo act	TRPC6 act	MrgX1 agonist	TRPC6 inhibitor	TRPC4 PAM	TRPC4 act	MrgX1 antagonist
CSc1nnc(CSc2cc(C)nc(N(C)C)n2)o1	i	i	i	i	i	i	i	i	i	i	i
COc1ccc(-c2csc(Nc3cc(C)ccn3)n2)cc1C	i	9.77*	i	i	i	i	i	i	i	i	i
CSc1ccccc1C(=O)NC1CCCCC1	i	i	i	i	i	i	i	i	i	i	i
COC(=O)CCCCC1SCC(NC(=O)c2ccccc2)C1OC(C)=O (stereo not given)	i	i	i	i	i	i	i	i	i	i	i
CC1=C(C(N)=O)C(c2ccc3c(c2)OCO3)n2nc(-c3cccc(C)c3)nc2N1 (stereo not given)	i	i	i	i	i	i	i	i	i	i	i
COCCNc1nc(SCC(=O)N2CCN(c3ccccc3OC)CC2)nc2ccccc12	i	i	i	i	i	i	i	i	i	i	i
CC1CCC(C(C)C)C(OC(=O)C[n+]2cc(-c3ccc(Cl)cc3)n3c2CCC3)C1 (stereo not given)	i	i	i	i	i	i	i	i	i	i	-7.05*
Cc1ccc(N2C(=O)N(CC(=O)Nc3cccc([N+](=O)[O-])c3C)C(=O)C2C)cc1 (stereo not given)	i	i	i	i	i	i	i	i	i	i	i
Cc1ccc2[nH]c3c(NCCCN4CCCC4=O)ncnc3c2c1	i	i	i	i	i	i	i	i	i	i	i
S=c1[nH]nc(-c2ccco2)n1-c1ccc(Cl)cc1	i	i	i	i	i	i	i	i	i	i	i
COc1ccc(-c2ccc(SCC(=O)NCc3ccco3)nn2)cc1	i	i	.	i	i	i	i	i	i	i	i
CC1=CC(C)(C)N(C(=O)CSc2nnc(-c3ccccc3)o2)c2ccc(C)cc21	i	i	i	i	i	i	i	i	i	i	i
CC(Oc1ccc(Cl)cc1Cl)C(=O)NCCCCc1ccccc1 (stereo not given)	i	i	i	i	i	i	i	i	i	i	i
CCCc1cc(=O)[nH]c2nnc(SCC(=O)Nc3ccc4c(c3)OCCO4)n12	i	i	i	i	i	i	i	i	i	i	i
CCOC(=O)Cc1csc(NC(=O)CCSc2ccccc2)n1	i	i	i	i	i	i	i	i	i	i	i
